Screening results (PubChem BioAssay)
LYP inhibition = inhibitors of LYP phosphatase, biochemical, fluorescence intensity, uHTS (AID 1779); one-dose inhibition, % at 11.5 µM; IC50 in µM for titrated hits; recombinant LYP phosphatase, fluorescence intensity; higher % means a stronger effect; actives 0.054% (n = 290,000); in the data active means inhibition above about 50%;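 further: plate controls were vehicle with enzyme for no effect and no enzyme for full effect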
GPR35 antagonists = GPR35 antagonists blocking zaprinast-driven arrestin recruitment, primary screen, imaging, U2OS, beta-arrestin-GFP, zaprinast agonist (AID 2058); U2OS GPR35 beta-arrestin-GFP translocation imaging, zaprinast antagonism; higher % means a stronger effect; inhibition, % at 10 µM, or IC50 in µM where a hit was titrated; actives 0.052% (n = 290,000);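 active means inhibition of at least 50% with at least 30 cells and total cytoplasm GFP at most 10,000,000; inconclusive means under 30 cells or total GFP of 10,000,000 plus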
PhoP inhibition = inhibitors of PhoP regulon expression, primary screen, Salmonella Typhimurium, GFP reporter (AID 1863) | S. Typhimurium PhoP-regulated promoter GFP reporter, 4 h; higher % means a stronger effect | inhibition, % at 50 µM, or IC50 in µM where a hit was titrated | actives 0.16% (n = 300,000);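 active means inhibition over 29.93%, a cutoff 3 SD above the screen mean, later confirmed by dose response; inconclusive means inhibition over 29.93% but no dose response follow-up; inactive means inhibition at most 29.93% or unconfirmed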;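 further: 0% = low Mg2+ inducing control and 100% = high Mg2+ repressing control; strong numbers were not always called active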
Large T inhibition = SV40 large T antigen inhibitors, biochemical (AID 1903) | SV40 large T antigen ATPase/helicase inhibition assay; higher % means a stronger effect | inhibition, % at 20 µM; hits with a dose series show IC50 in µM | actives 0.39% (n = 310,000); in the data active means a potency from the dose series; inconclusive means inhibition mostly from about 32% at the one dose, without a potency; inactive means the rest, 99 in 100 with inhibition below about 32%; further: strong numbers were not always called active
West Nile antiviral = West Nile virus antiviral activity, cell-based, CPE readout (AID 1621). West Nile virus-infected cells, CPE inhibition; higher % means a stronger effect. CPE inhibition, % at 10 µM; hits with a dose series show IC50 in µM. actives 0.02% (n = 290,000); in the data active means a potency from the dose series; inconclusive means CPE inhibition mostly from about 3.7% at the one dose, without a potency; inactive means the rest, 99 in 100 with CPE inhibition below about 2.2%; further: strong numbers were not always called active
RSV antiviral HEp-2 = RSV antiviral activity via CPE protection, HEp-2 cells, primary 10 µM value included (AID 2391); HEp-2 cells, RSV-induced CPE inhibition; higher % means a stronger effect; CPE inhibition, % at 10 µM, or IC50 in µM where a hit was titrated; actives 0.13% (n = 310,000); in the data active means a potency from the dose series; inconclusive means CPE inhibition mostly from about 23% at the one dose, without a potency; inactive means the rest, 99 in 100 with CPE inhibition below about 21%; further: strong numbers were not always called active
ER stress rescue = protection against thapsigargin-triggered cell killing – 384-well, CSM14.1, ATP luminescence, primary screen (AID 1222). CSM14.1 thapsigargin-induced death rescue, ATP luminescence; higher % means a stronger effect. one-dose cellular ATP content (survival), % at 20 µM; EC50 in µM for titrated hits. 190,000 tested, under 10 active;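 active means EC50 below 50 µM in the dose-response confirmation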;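 further: death triggered by thapsigargin at about 15 µM added after 2 h compound pretreatment; cell ATP read after overnight thapsigargin exposure of roughly 18 to 22 hours; normalized against plate controls of thapsigargin alone and 5% DMSO vehicle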
NS5 inhibitors = Dengue-2 NS5 methyltransferase inhibitors, primary screen, biochemical, confirmation dose response (AID 588689); Dengue-2 NS5 methyltransferase capping enzyme assay, biochemical; higher % means a stronger effect; inhibition, % at 25 µM; hits with a dose series show IC50 in µM; actives 0.3% (n = 340,000); in the data active means a potency from the dose series; inconclusive means inhibition above about 29% without an active follow-up result
MgcRacGAP inhibition = MgcRacGAP GTPase-activating activity inhibitors, confirmation, biochemical, ADP Hunter fluorescence. MgcRacGAP-stimulated Rac1 GTP hydrolysis, ADP Hunter fluorescence; higher % means a stronger effect; GST-tagged Rac1 F28L mutant substrate. inhibition, % at 30 µM, or IC50 in µM where a hit was titrated. actives 0.6% (n = 340,000). AID 624330;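 active means first-screen hits whose inhibition reached a set limit at any dose in the follow-up dose series; inconclusive means inhibition above the set first-screen limit but never retested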;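 further: fluorescence reports GDP produced by GAP-driven GTP hydrolysis; strong numbers were not always called active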
NS5 inhibitors pilot replicate = second read-out of NS5 inhibitors, no call of its own (marks repeat the call); inhibition, %; measured here: pilot screen replicate inhibition
* marks the source's active call; other numbers are inactive results; ? = inconclusive; nt = not tested or not shown.

SMILES	LYP inhibition	GPR35 antagonists	PhoP inhibition	Large T inhibition	West Nile antiviral	RSV antiviral HEp-2	ER stress rescue	NS5 inhibitors	MgcRacGAP inhibition	others
[O-][n+]1c2ccccc2[n+]([O-])c2cc(O)ccc21	-4%	-9%	19%	10%	0.4%	1.9%	nt	38%	18%
O=C(Nc1ccc(Cl)cn1)c1ccc2c(c1)OCCO2	0%	12%	8%	0%	-1.2%	4.5%	-2.7%	-2%	1%
Cc1cccc(N2CCN(C(=O)CCN3C(=S)NC(C)(C)CC3C)CC2)c1C (centres undefined)	-5%	12%	-9%	17%	-1.5%	2.2%	0.0%	0%	5%
COCCN(CCNC(=O)c1ccc(NC2=NC3CS(=O)(=O)CC3S2)cc1)Cc1ccco1 (centres undefined)	-3%	4%	nt	21%	0.1%	2.3%	nt	-3%	5%
COC(=O)CCS(=O)(=O)c1ccc(Cl)cc1	-3%	-2%	15%	7%	-0.5%	1.3%	-1.5%	-7%	6%
Cc1ccc(/C=C(\C#N)C(=O)N2CCCC2)c(C)c1	-5%	-3%	3%	-1%	-0.2%	2.7%	-1.9%	1%	1%
CC(C)CNC(=S)Nc1ccc(S(N)(=O)=O)cc1	-2%	2%	1%	13%	-0.7%	-0.4%	-1.6%	-4%	15%
CCOC(=O)C1CCN(C(=O)Cn2c(=O)oc3cc(S(=O)(=O)N4CCCC4)ccc32)CC1	-7%	2%	nt	nt	0.3%	0.2%	nt	1%	14%
CN(CCOc1ccc(Cl)cc1)C(=O)C1CCN(C(=O)c2ccc(Cl)cc2)CC1	-5%	-1%	-2%	2%	0.3%	12%	nt	4%	7%
O=C(NNC(=S)NC(=O)c1ccco1)c1ccc(NC(=O)c2ccccc2)cc1	1%	14%	-2%	12%	-1.5%	3.3%	-0.2%	1%	3%
CCOc1ccc(CCNC(=O)COC(=O)C2=NNC(=O)CC2)cc1OCC	nt	nt	-6%	12%	nt	-2.0%	nt	-9%	4%
CCCCc1nnc(NC(=O)CSCc2cc(=O)n3c(C)csc3n2)s1	-5%	6%	-2%	10%	0.3%	1.9%	nt	3%	19%
CCCCNCCCOc1ccc(C)cc1Br	-5%	-7%	8%	19%	-1.6%	0.2%	-2.6%	-3%	13%
COc1ccccc1CCCNC(=O)C1CCC(=O)N(CCc2ccc(Cl)cc2)C1 (centres undefined)	-7%	-8%	4%	8%	-1.9%	?	nt	2%	4%
CCOC(=O)C1=C(CNCc2ccc(C)cc2)NC(=O)NC1c1cc(C)ccc1C (centres undefined)	2%	-16%	11%	13%	-0.7%	2.2%	-2.1%	-2%	7%
C=CCNc1nc2c(c(=O)[nH]c(=O)n2C)n1CCOc1ccccc1	-9%	-1%	-5%	13%	-0.9%	1.6%	nt	0%	11%
O=C(/C=C/c1ccc(Br)cc1)NC1CCCCCC1	4%	6%	5%	11%	-0.5%	1.9%	-0.4%	0%	5%	NS5 inhibitors pilot replicate=-3.0
O=C(NCC1CCCCC1)C1CCN(C(=O)NC2CCCCC2)CC1	-7%	20%	-12%	9%	-1.1%	-0.2%	0.8%	-2%	-1%
COc1ccc(C(NC(=O)c2ccc(F)cc2)c2ccccc2)cc1 (centres undefined)	-2%	23%	-4%	1%	-0.8%	1.6%	1.3%	1%	7%
Cc1ccc(C(C)C)cc1OCCN1CCCC1	-13%	-13%	0%	6%	-0.8%	0.5%	0.0%	-10%	22%
COCCN(C(=O)COC(=O)CCSc1ccc(F)cc1)c1c(N)n(Cc2ccccc2)c(=O)[nH]c1=O	nt	nt	-10%	12%	nt	-2.2%	nt	-5%	7%
O=C(NC(=S)Nc1ccccc1Cl)c1csnn1	-4%	-2%	15%	3%	0.6%	1.7%	-1.2%	-1%	2%
Cc1cccc(NC(=O)CCc2ccccc2)c1	-3%	-6%	6%	5%	0.4%	-0.1%	-2.2%	0%	5%
CC[C@H](C)Cc1cn([C@@H](CCCN=C(NC(=O)OC(C)(C)C)NC(=O)OC(C)(C)C)C(=O)NCCCCCCCCCCC(=O)N2CCN(C(=O)OC(C)(C)C)CC2)nn1	nt	nt	0%	22%	nt	-3.0%	nt	-1%	2%
COc1ccc(NC(=O)CCSCCc2ccccn2)cc1OC	-3%	-7%	1%	8%	0.3%	-0.1%	-0.8%	-7%	2%

Reprinted from the part before: 2 entries, then new ones.
SMILES	LYP inhibition	GPR35 antagonists	PhoP inhibition	Large T inhibition	West Nile antiviral	RSV antiviral HEp-2	ER stress rescue	NS5 inhibitors	MgcRacGAP inhibition	others
CC[C@H](C)Cc1cn([C@@H](CCCN=C(NC(=O)OC(C)(C)C)NC(=O)OC(C)(C)C)C(=O)NCCCCCCCCCCC(=O)N2CCN(C(=O)OC(C)(C)C)CC2)nn1	nt	nt	0%	22%	nt	-3.0%	nt	-1%	2%
COc1ccc(NC(=O)CCSCCc2ccccn2)cc1OC	-3%	-7%	1%	8%	0.3%	-0.1%	-0.8%	-7%	2%
N=C1C(c2nc3ccccc3[nH]2)=C(O)CN1c1ccc(F)cc1	-7%	-10%	-14%	2%	0.5%	-0.4%	1.5%	-3%	12%
OC(COc1ccccc1)Cn1cc(Br)cn1 (centres undefined)	-1%	24%	18%	20%	0.0%	2.5%	-3.3%	-16%	5%
O=C1CCC([N+](=O)[O-])C(c2cc3c(cc2Cl)OCO3)N1 (centres undefined)	-9%	-9%	nt	nt	-0.7%	1.2%	-0.7%	-11%	8%
CC(C)=C(NC(=O)c1ccco1)C(=O)NCCc1nc2ccccc2[nH]1	0%	-5%	25%	-2%	0.2%	1.7%	-1.3%	-3%	9%
NC(=O)Cn1cc(/C=N\NS(=O)(=O)c2ccc(Cl)cc2)c2ccccc21	-5%	-9%	-6%	30%	-0.5%	1.3%	nt	-7%	20%
COc1ccc(CNC(=O)Cc2cn(C)c3ccccc23)c(OC)c1	-7%	5%	7%	0%	-0.6%	2.8%	nt	0%	5%
COc1ccc(C(=O)NCCc2nnc3ccc(SCC(=O)N4CCCCC4)nn23)cc1	-8%	1%	-7%	7%	0.3%	1.2%	nt	3%	6%
CCOC(=O)c1c(NC(=O)CSc2nnc(C)s2)sc2c1CCN(C)C2	-1%	3%	-14%	15%	0.4%	0.7%	-0.4%	-51%	9%
CCc1c(C)nc(SCC(=O)CC(=O)OC(C)C)c(C#N)c1C	-8%	-5%	6%	20%	0.0%	-0.6%	0.3%	-3%	5%
O=C(O)C1CCCCC1C(=O)Nc1ccccc1Cl (centres undefined)	-4%	3%	-6%	7%	0.6%	1.4%	-0.3%	-8%	6%
Cc1cc(C)c2c3c(cn2n1)c(=O)n(C)c(=O)n3C	nt	nt	nt	nt	0.3%	0.1%	nt	10%	9%
Cc1ccc(S(=O)(=O)Nc2c(C)n(C)n(-c3ccccc3)c2=O)cc1C(=O)OCC(=O)N1CCCC(C)C1 (centres undefined)	-8%	5%	-7%	0%	-0.6%	-0.1%	-0.5%	-9%	7%
CN1/C(=C/C=N/n2cnnc2)C(C)(C)c2ccccc21	1%	1%	-5%	12%	?	-2.5%	nt	0%	5%
Cc1sc2nc(SCC(=O)N3CCN(CCO)CC3)n(-c3ccccc3)c(=O)c2c1C	2%	12%	-8%	10%	0.0%	-1.8%	-2.3%	-1%	7%
NS(=O)(=O)c1ccc(-c2ccc(C=C3C(=O)c4ccccc4C3=O)o2)cc1	-10%	-7%	2%	14%	-0.4%	0.0%	nt	8%	2%
COc1cc(-c2noc(C3CCCN(C(=O)c4c(F)cccc4F)C3)n2)cc(OC)c1OC (centres undefined)	-2%	3%	-4%	16%	-1.1%	3.7%	nt	-1%	10%
Cc1ccc(NC(=O)N2CCCC2C(=O)Nc2c(C)cc(C)cc2C)cc1 (centres undefined)	-5%	2%	-4%	7%	-0.6%	0.8%	nt	-6%	5%
CCn1c(C)c(C)c2cc(C(=O)NCCN3CCCCCC3)ccc21	-14%	15%	0%	8%	0.0%	1.3%	nt	-19%	9%
CCOc1ccc(NC(=O)CCN2CCN(S(=O)(=O)c3ccc(F)cc3)CC2)cc1	-12%	13%	11%	1%	-0.1%	-0.4%	nt	-5%	11%
O=C(O)C1CC1C(=O)Nc1nc2c(Cl)cccc2s1 (centres undefined)	-9%	18%	-2%	9%	0.5%	-0.2%	nt	9%	7%
C=CCNC(=O)c1c2c(nc3ccccc13)-c1ccccc1CC2	-4%	1%	7%	4%	0.9%	-0.3%	-2.0%	1%	3%
Cc1ccc(C2OC(=O)C=C2c2ccccc2)cc1 (centres undefined)	nt	nt	nt	3%	nt	-1.2%	nt	-5%	7%
COc1ccc(-c2csc3ncnc(N4CCN(S(=O)(=O)c5ccc(C)cc5)CC4)c23)cc1	nt	nt	-5%	18%	nt	?	nt	-8%	4%
Cc1ccc(NC(=O)Cn2nc(C)c3ccccc3c2=O)c(C)c1	-6%	2%	3%	-3%	0.1%	-1.3%	3.6%	0%	8%
O=C(O)C1CCN(C(=O)c2ccccc2C(=O)N2CCC(C(=O)O)CC2)CC1	-6%	5%	-13%	-4%	0.3%	0.5%	-0.5%	-1%	1%
(listing goes on)
SMILES	LYP inhibition	GPR35 antagonists	PhoP inhibition	Large T inhibition	West Nile antiviral	RSV antiviral HEp-2	ER stress rescue	NS5 inhibitors	MgcRacGAP inhibition	others
Cc1cccn2c(=O)c(C(=O)NC3CCCCC3)c(O)nc12	-6%	6%	-8%	5%	0.2%	2.2%	nt	-5%	-9%
CCCNC(=O)COc1coc(CN2CCN(c3cccc(Cl)c3)CC2)cc1=O	-4%	1%	-4%	9%	-0.5%	1.4%	nt	-3%	11%
NC(=O)C(c1ccc(Sc2ccccc2)nn1)c1ccc(Cl)cc1Cl (centres undefined)	-3%	-3%	2%	15%	-0.3%	4.5%	-4.3%	5%	13%
COc1cc(OC)cc(C(=O)NCCNC(=O)c2ccccc2)c1	-11%	-5%	11%	12%	-0.2%	0.4%	2.3%	-3%	2%
Cc1ccc(C(C(=O)NC(C)(C)C)N(Cc2cccs2)C(=O)c2ccc3c(c2)OCCO3)cc1 (centres undefined)	0%	4%	18%	-12%	-1.8%	2.5%	-1.3%	0%	-3%
CCC[C@H]1COCCS(=O)(=O)N1Cc1ccc(Br)cc1	-12%	13%	nt	5%	-1.1%	0.8%	nt	nt	nt
Cc1cc(C(=O)Nc2c(C)nn(Cc3ccccc3Cl)c2C)no1	-13%	-5%	-4%	4%	-0.5%	0.2%	-0.6%	1%	18%
Nc1cc(N)nc(SCC(=O)Nc2ccc3c(c2)OCO3)n1	-9%	8%	3%	3%	0.0%	1.8%	nt	-11%	4%
COc1ccnc2c1c(=O)n(Cc1cccc(F)c1)c(=O)n2C	-9%	-11%	-4%	7%	0.2%	3.5%	nt	2%	12%
COc1ccc(S(=O)(=O)NNC(=O)c2cccs2)cc1	-6%	3%	-4%	1%	0.4%	0.8%	-2.1%	-2%	-2%
